HCMV inh – human cytomegalovirus inhibition | HFF cells, HCMV-luciferase reporter, 72 h; active compounds read low | activity change, negative = inhibition, % at 57.5 µM | hit rate 4.5% among 410,000; in the data active means activity change below about -60%; inconclusive means no clear call, values can overlap the other calls; inactive means above about -39%
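Two-dose cell screen: HFF monolayers treated with compounds and infected with luciferase-expressing HCMV at 1 PFU/cell, 72 h at 37C, then lysed for luciferase measurement.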
Active calls of the source: *. On the % scale 0 is the no-effect control and ±100 the full control effect.

Results for COC(=O)C1=C(C)N(Cc2cccc(C(F)(F)F)c2)C(=NCc2cc(OC)c(OC)c(OC)c2)NC1CCc1ccccc1 (stereo not given) ?
HCMV inh: 37.2

What do the screens show for `O=c1ccn2c(n1)OC1CC2OC1COC(c1ccccc1)(c1ccccc1)c1ccccc1` (stereo not given)?
HCMV inh: -1.0

Results for CCc1cc2c(nc1CC)CCCN2CCOC ?
HCMV inh: 3.3

What do the screens show for `Cc1cccc(C2=CC(=O)CC(C)(C)C2=O)c1`?
HCMV inh: -26.1

Results for C[C@H]1CN([C@@H](C)CO)C(=O)CCCn2nncc2CO[C@@H]1CN(C)C(=O)Nc1ccc(N2CCN(C)CC2)cc1 ?
HCMV inh: -20.2

Results for CN1C(=O)C(n2ccc3ccccc32)c2cc(Cl)ccc21 (stereo not given) ?
HCMV inh: -6.2

How did CCOC(=O)C1=CCN(S(C)(=O)=O)C1c1ccc(Cl)cc1 (stereo not given) do in these assays?
HCMV inh: 11.0

What do the screens show for `COc1cccc(CNC(=O)[C@@H]2[C@@H](CO)[C@@H]3Cn4c(ccc(-c5cncnc5)c4=O)[C@H]2N3C(C)=O)c1`?
HCMV inh: -101.2*

Results for CCCc1nc2ccc(NC(=O)CC(C)(C)C)cn2n1 ?
HCMV inh: 49.5

What do the screens show for `O=S(=O)(Nc1ccc(O)c2ncccc12)c1ccccc1F`?
HCMV inh: 27.2

What do the screens show for `CCC[C@H]1[C@@H](NS(=O)(=O)c2ccc(C#N)cc2)CC[C@@]23CCCN2C(=O)CCC[C@@H]13`?
HCMV inh: -2.3

How did CCCCCCCCN1C(=O)N(Cc2ccc(OC)cc2)S(=O)(=O)c2ccc(F)cc21 do in these assays?
HCMV inh: -12.2

How did O=C(Cc1cccnc1)N1CC(=O)N2[C@@H](CO)[C@H](c3ccc(Br)cc3)[C@@H]2C1 do in these assays?
HCMV inh: -8.3

How did NCCCC(C(=O)O)N(C(=O)OCc1ccccc1)C(=O)OCc1ccccc1 (stereo not given) do in these assays?
HCMV inh: -8.3

Results for COC(=O)[C@@H]1[C@@H](CO)[C@@H]2Cn3c(ccc(Br)c3=O)[C@@H]2N1C(=O)Cc1cccnc1 ?
HCMV inh: -5.1

Results for O=C(Nc1cccc(F)c1)N1CCCCN2[C@H](CO)[C@H](c3ccc(C#Cc4cccnc4)cc3)[C@@H]2C1 ?
HCMV inh: -9.0

Results for COc1ccc2c3c([nH]c2c1)[C@@H](CO)N(Cc1ccccc1)CC31CN(C(=O)Cc2ccccc2)C1 ?
HCMV inh: 0.2

What do the screens show for `CCOC(=O)CCNC(=O)C1=CN2CCN(Cc3ccccc3C)C(=O)N=C2O1`?
HCMV inh: 6.5

What do the screens show for `CCC[C@H]1[C@@H](NC(=O)Nc2ccc(C)cc2)CC[C@@]23CCCN2C(=O)CCC[C@@H]13`?
HCMV inh: 40.3

How did COc1ccc2c(c1)C(n1cccc1)C(=O)N2C (stereo not given) do in these assays?
HCMV inh: 24.1

Results for O=C1Nc2ccccc2C1=NN=Cc1ccco1 ?
HCMV inh: 64.2

How did COC(=O)C(C(=O)OC)c1ccccc1NS(=O)(=O)c1cccc2ccccc12 do in these assays?
HCMV inh: 57.8

Results for C=CCCC(=O)N[C@H]1CC[C@@]23CCCN2C(=O)CCC[C@H]3[C@H]1Cc1ccccc1 ?
HCMV inh: 26.5

Results for Cc1ccc(C(O)c2nnc(Nc3cccc(Oc4ccccc4)c3)s2)cc1 (stereo not given) ?
HCMV inh: -5.8

Results for CC(C)CCCCCCCCc1cccc(O)c1C(=O)O ?
HCMV inh: 8.3

What do the screens show for `COc1cc([C@H]2NC(=O)C[C@@H]2C(=O)O)ccc1OC(C)C`?
HCMV inh: -13.1

How did COC(=O)[C@@]1(C#N)CC(=O)N([C@@H](CO)c2ccccc2)[C@H]1c1ccccc1 do in these assays?
HCMV inh: -5.7

Results for C[C@H]1[C@@H](NS(=O)(=O)c2cccs2)CC[C@@]23CCCN2C(=O)CCC[C@@H]13 ?
HCMV inh: 3.3

How did CC(C)NC(=O)c1csc(N2CCN(CCc3ccccc3)C2=O)n1 do in these assays?
HCMV inh: 11.2

Results for O=S1(=O)N[C@H](Cc2ccccc2)COc2cc(Br)ccc21 ?
HCMV inh: -17.2

Results for O=C(Nc1ccc(Cl)cc1)OC[C@@H]1CSCCS(=O)(=O)N1 ?
HCMV inh: 5.5

How did Cc1nc(Nc2ccc(Br)cc2Br)c([N+](=O)[O-])c(=O)[nH]1 do in these assays?
HCMV inh: -4.1

What do the screens show for `OCC1OC(C(N=Nc2ccccc2)=NNc2ccccc2)C(O)C1O` (stereo not given)?
HCMV inh: 33.5

How did CCCCCCCCCCCCOS(=O)(=O)O do in these assays?
HCMV inh: -2.7

What do the screens show for `CCOC(=O)c1c(-c2ccccc2)[nH]c2ccc(C)cc12`?
HCMV inh: -15.5

Results for O=[N+]([O-])c1ccc2c(c1)CCCO[C@]21O[C@H](CCO)C[C@H](O)[C@H]1O ?
HCMV inh: -15.0

Results for O=C(NC1CCCCC1)N1CC(=O)N2[C@H](CO)[C@H](c3ccc(Br)cc3)[C@@H]2C1 ?
HCMV inh: -18.1

What do the screens show for `CSc1c(N(C)C)c(=O)c1=S`?
HCMV inh: -27.1

How did COc1ccc(Nc2nccc3c2cc(-c2ccccc2OC)n3C)cc1 do in these assays?
HCMV inh: -67.2*

How did CC1(C)OC(=O)C2=C(CC(CCc3ccccc3)OC2c2ccc(F)cc2)O1 (stereo not given) do in these assays?
HCMV inh: 10.6

Results for O=C(C1CCOCC1)N1CC(=O)N2[C@H](CO)[C@H](c3ccc(-c4ccccc4F)cc3)[C@@H]2C1 ?
HCMV inh: 8.5

Results for COc1ccc2c3c([nH]c2c1)[C@@H](CO)N(C(=O)C1CCOCC1)CC31CCN(Cc2nccs2)CC1 ?
HCMV inh: -4.6

Results for CC(C)c1cn(C2OC(COC(=O)c3ccccc3)C(OC(=O)c3ccccc3)C2OC(=O)c2ccccc2)c(=O)[nH]c1=O (stereo not given) ?
HCMV inh: 48.5

Results for CN(c1cccnc1)c1ccc(NC(=O)Cc2c[nH]c3ccccc23)cc1-c1ccc(C(C)(C)C)cc1 ?
HCMV inh: -35.7

Results for Cc1ccc(C)n1C1C(=O)N(Cc2ccc(C(C)C)cc2)c2c(F)cccc21 (stereo not given) ?
HCMV inh: -18.9

How did c1ccc(Nc2nc(N3CCCC3)nc(N3CCOCC3)n2)cc1 do in these assays?
HCMV inh: 21.8

How did CN(Cc1ccccc1)Cc1ccccc1 do in these assays?
HCMV inh: -12.5

What do the screens show for `Nc1nc2c(ncn2[C@@H]2O[C@H](C(=O)N[C@H](Cc3ccccc3)C(=O)NCCCc3ccccc3)[C@@H](O)[C@H]2O)c(=O)[nH]1`?
HCMV inh: 23.6

Results for COc1cccc2c1NC1(C)c3cc4c(cc3-n3nncc3CN1C2=O)OCO4 (stereo not given) ?
HCMV inh: -10.7

What do the screens show for `COC(=O)[C@H]1[C@H](CO)[C@H]2Cn3c(cccc3=O)[C@H]2N1Cc1ccccc1Cl`?
HCMV inh: 18.5

What do the screens show for `COC(=O)c1ccc2nc(-c3ccc(C)cc3)c(CC(C)(C)C)n2c1`?
HCMV inh: 1.9

How did CN(C)c1ccc(CNC(=O)c2cnc(N3CCNC3=O)s2)cc1 do in these assays?
HCMV inh: 8.5

How did COCCNC(=O)[C@H]1[C@H](CO)[C@H]2Cn3c(ccc(-c4ccc(F)cc4)c3=O)[C@@H]1N2C(=O)NC(C)C do in these assays?
HCMV inh: 3.2

How did CCOC(=O)C1=CCN(S(=O)(=O)c2ccc(Cl)cc2)C1c1cccc(F)c1 (stereo not given) do in these assays?
HCMV inh: -26.9

Results for COc1ccc(Cc2c(-c3ccccc3)nc3ccc(C)cn23)c(C)c1 ?
HCMV inh: 77.2

What do the screens show for `CC(=O)c1ccccc1NC(C(=O)Nc1ccc2c(c1)OCCO2)c1cccs1` (stereo not given)?
HCMV inh: -63.8*

How did COC(=O)C1=C(C)N(Cc2ccc(Cl)cc2)C(=S)NC1c1ccc(OC)cc1 (stereo not given) do in these assays?
HCMV inh: -11.6

How did CC(=O)O[C@H]1CC[C@]2(C)C3CC[C@]4(C)[C@@H]([C@H](C)/C=C/[C@H](C)C(C)C)CC[C@H]4[C@@]34C=C[C@]2(C1)N(C(=O)c1ccccc1)O4 (stereo not given in full) do in these assays?
HCMV inh: 6.8

Results for Cc1cccc(Cc2ccc3ncc(-c4cccc(C(N)=O)c4)n3n2)c1 ?
HCMV inh: -72.0*

How did CCOC(=O)N(C)C[C@H]1OCc2cn(nn2)CCCC(=O)N([C@@H](C)CO)C[C@@H]1C do in these assays?
HCMV inh: -2.4

Results for O=C1C(n2ccc3ccccc32)c2ccccc2N1Cc1ccc(Cl)nc1 (stereo not given) ?
HCMV inh: 2.1

Results for O=C(Nc1ccccc1)[C@H]1[C@H](CO)[C@H]2Cn3c(cccc3=O)[C@H]2N1C(=O)C1CC1 ?
HCMV inh: 42.5

What do the screens show for `Cc1ccc(S(=O)(=O)N2CCC([C@H](C#N)c3ccccc3)CC2)cc1`?
HCMV inh: -12.4

What do the screens show for `CC(=O)N1[C@@H]2Cn3c(ccc(-c4ccccc4F)c3=O)[C@H]1[C@@H](C(=O)N1CCOCC1)[C@@H]2CO`?
HCMV inh: -19.2

Results for CSc1ccc(Oc2cccc3c2S(=O)(=O)N(C2CC2)C[C@@H](COCc2ccccc2)O3)cc1C ?
HCMV inh: inconclusive

What do the screens show for `Clc1ccc(Nc2nnc(Cc3ccncc3)c3ccccc23)cc1`?
HCMV inh: 3.0

How did CCC[C@H]1[C@H](NCC2CCCCC2)CC[C@@]23CCCN2C(=O)CCC[C@@H]13 do in these assays?
HCMV inh: -6.3

What do the screens show for `CC(C)OC(=O)OCOP(=O)(CO[C@H](C)Cn1cnc2c(N)ncnc21)OCOC(=O)OC(C)C`?
HCMV inh: -17.3

How did CCCCN(CCCNC(=S)NCCCc1cnc[nH]1)c1ccc(Br)cn1 do in these assays?
HCMV inh: -35.3

What do the screens show for `C[C@H](c1ccccc1)N1C[C@@H](COCc2ccccc2)Oc2cccc(N3CCCCC3)c2S1(=O)=O`?
HCMV inh: -92.7*

What do the screens show for `Cc1ccc2nc(CN(C)C(=O)[C@@H](Cc3ccccc3)NC(=O)[C@H]3O[C@@H](n4cnc(C(N)=O)n4)[C@H](O)[C@@H]3O)[nH]c2c1`?
HCMV inh: -15.7

Results for O=C(Nc1ccccc1)N1c2ccccc2SC1c1ccco1 (stereo not given) ?
HCMV inh: -0.4

Results for Cc1cnc(NC(=O)C(C)(C)n2cc(-c3ccc4c(c3)OCCO4)cn2)s1 ?
HCMV inh: 12.6

What do the screens show for `CC(C)CNc1cccc2c1S(=O)(=O)N(Cc1cccc(F)c1)[C@@H](C)[C@H](c1ccccc1)O2`?
HCMV inh: -23.9

How did COc1ccc(OC)c(NC(=O)c2ccccc2OC(C)=O)c1 do in these assays?
HCMV inh: 17.4

What do the screens show for `C[C@H](Cc1ccc(OCC(=O)O)cc1)NC[C@H](O)c1cccc(Cl)c1`?
HCMV inh: -34.4

Results for COc1ccc([C@H]2NC(=O)C[C@@H]2C(=O)N2CCOCC2)cc1 ?
HCMV inh: -11.3

What do the screens show for `Cc1ccccc1-c1ccc2c(c1)COCC(=O)N2C`?
HCMV inh: 0.7

What do the screens show for `O=S1(=O)N[C@@H](Cc2ccccc2)COc2cccc(N3CCCC3)c21`?
HCMV inh: 3.3

How did C[C@H](C(=O)N[C@H](CO)c1ccccc1)N1Cc2ccc(N3CCOCC3)nc2C1=O do in these assays?
HCMV inh: -4.6

What do the screens show for `CCCN1C(=O)C[C@H](S(=O)(=O)c2ccccc2)[C@H]1c1ccc(C#N)cc1`?
HCMV inh: -19.3

What do the screens show for `C[C@@H]1COc2cc(N3CCOCC3)ccc2S(=O)(=O)N1`?
HCMV inh: 14.9

Results for C#CCNC[C@@H]1CSCCS(=O)(=O)N1 ?
HCMV inh: 6.5

How did O=S1(=O)N[C@H](Cc2ccccc2)COc2cccc(F)c21 do in these assays?
HCMV inh: -22.0

What do the screens show for `COC(=O)C1=C(C)N(Cc2ccccc2C(F)(F)F)C(=NCc2ccc(OC)cc2)NC1c1cccc(F)c1` (stereo not given)?
HCMV inh: 20.5

What do the screens show for `Brc1ccc2nc(-c3ccc(CN4CCC5(CC4)CNc4ccccc45)cc3)c(-c3ccccc3)nc2c1`?
HCMV inh: -12.4

What do the screens show for `CCCCCNC(=O)C1(C)CCc2nc3ccccc3n21` (stereo not given)?
HCMV inh: 52.2

How did CSc1n[nH]c(-c2cccs2)n1 do in these assays?
HCMV inh: 18.8

How did CS(=O)(=O)c1ccc(Nc2nccc3[nH]c(-c4ccsc4)cc23)cc1 do in these assays?
HCMV inh: -8.6

A draw from above in order of length of the SMILES, falling:
What do the screens show for `COC(=O)C1=C(C)N(Cc2ccccc2C(F)(F)F)C(=NCc2ccc(OC)cc2)NC1c1cccc(F)c1` (stereo not given)?
HCMV inh: 20.5

How did C[C@H](C(=O)N[C@H](CO)c1ccccc1)N1Cc2ccc(N3CCOCC3)nc2C1=O do in these assays?
HCMV inh: -4.6

What do the screens show for `CCCN1C(=O)C[C@H](S(=O)(=O)c2ccccc2)[C@H]1c1ccc(C#N)cc1`?
HCMV inh: -19.3

How did CS(=O)(=O)c1ccc(Nc2nccc3[nH]c(-c4ccsc4)cc23)cc1 do in these assays?
HCMV inh: -8.6

How did O=S1(=O)N[C@H](Cc2ccccc2)COc2cccc(F)c21 do in these assays?
HCMV inh: -22.0

Results for C#CCNC[C@@H]1CSCCS(=O)(=O)N1 ?
HCMV inh: 6.5

How did CSc1n[nH]c(-c2cccs2)n1 do in these assays?
HCMV inh: 18.8

Screening results (PubChem BioAssay)

Some of the compounds tested, so the mix of outcomes need not match the whole.
